Screens (PubChem)
KB-V1 MDR tox – KB-V1 MDR subline cytotoxicity. KB-V1 MDR cells viability, CellTiter-Glo, 72 h. Potency, µM (highest dose often 46.1 µM), for inactives: at the top dose activity change, negative = cytotoxicity, most hits filed as cytotoxic. hit rate 3.4% among 400,000. AID 1347076; note: potency is the fitted concentration of half-maximal effect; % is set by controls: 0 for no effect and ±100 for the full control effect; nearly all actives have a fitted effect of over 60% in size
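qHTS viability screen in drug-selected KB-V1 MDR cells: 72 h compound treatment at 37 degrees C, ATP luminescence end point.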
HT1080-NT tox – kills 2HG-producing HT-1080-NT fibrosarcoma cells; HT-1080-NT fibrosarcoma viability, CellTiter-Glo ATP luminescence, 48 h; Potency, µM (top dose mostly 46.1 µM), inactives show at the highest dose activity, negative = less viability, actives largely listed as cytotoxic; hit rate 1.6% among 360,000;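 note: NT is the 2HG producing partner of a matched IDH1 knockdown line; potency is the fitted concentration of half-maximal effect; 0% = DMSO-treated cells and -100% = media-only wells without cells; nearly all actives have a fitted effect of over 55% in size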
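Fibrosarcoma NT cells, 750 per well in 5% FBS RPMI, were exposed to compound for 48 hours. Viability: CellTiter-Glo luminescence.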
SW480 rereplic – DNA re-replication induction in SW480 cells; SW480 DNA re-replication, Hoechst DNA content imaging, 48 h; Potency, µM (top dose mostly 46.1 µM), inactives show at the top dose re-replication activation, usual class: activators; hit rate 1.8% among 340,000; note: potency is the fitted concentration of half-maximal effect; % of control where 0% means no effect; nearly all actives have a fitted effect of over 55% in size
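Per well, 250 cells were exposed to pinned compound for 48 hr. Nuclear DNA was visualised with Hoechst (40 min, 37 C) and total object intensity recorded by fluorescence scanning.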
HT1080 IDH1KD tx – HT-1080 IDH1 knockdown cell toxicity (counter line); HT-1080 IDH1 knockdown viability, ATP luminescence, 48 h; Potency, µM (titrated, usually from 46.1 µM), without a hit: at the highest dose activity, negative = toxicity, hits mostly cytotoxic; hit rate 2% among 360,000; AID 686971;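 note: potency is the fitted concentration of half-maximal effect; 0% = DMSO wells and -100% = cell-free medium wells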
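Cytotoxicity counter-line: IDH1KD HT-1080, 48 h, CellTiter-Glo. Curves classed by r2, magnitude and activity.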
IL-1B inflam inh – inhibitors of inflammasome signaling (IL-1 beta secretion); AID 743279; THP-1 LPS/ATP IL-1B secretion, AlphaLISA, 16 h; stronger effect = lower value; activity change, % at 57.5 µM; hit rate 4.7% among 360,000; in the data active = activity change below about -50%; inconclusive = mostly about -30% to -49%; note: % is set by controls: 0 for no effect and ±100 for the full control effect
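Secreted IL-1B measured by AlphaLISA bead assay after 16 h compound exposure of THP-1 cells; compounds (final up to 57.5 uM) added 1 h before LPS (250 ng/mL) and ATP (1.25 mM) stimulation; lower signal means less secretion.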
KB-3-1 tox – kills parental KB-3-1 adenocarcinoma cells; KB-3-1 viability, CellTiter-Glo ATP luminescence, 72 h; Potency, µM (doses to about 46.1 µM), for inactives: top-dose activity change, negative = cytotoxic, most hits filed as cytotoxic; hit rate 1.4% among 400,000; AID 1347075; note: potency is the fitted concentration of half-maximal effect; % is set by controls: 0 for no effect and ±100 for the full control effect; nearly all actives have a fitted effect of over 60% in size
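Cells are dispensed, compounds pinned in, plates held at 37 °C for 72 h, then CellTiter-Glo is added and luminescence read after 10 minutes. Cell line: parental KB-3-1 in phenol-red-free DMEM, 10% FBS.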
ATXN2 expr inh – reduces ATXN2 reporter expression in HEK-293 cells | hit rate 0.72% among 360,000 | HEK-293 ATXN2-luciferase reporter, luminescence, 24 h | AID 1745845 | Potency, µM (doses to about 57 µM), without a hit: top-dose activity change, negative = inhibition, actives largely listed as inhibitors; note: potency is the fitted concentration of half-maximal effect; % is set by controls: 0 for no effect and ±100 for the full control effect; nearly all actives have a fitted effect of over 55% in size
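ATXN2-luciferase reporter cells (luciferase flanked by upstream and downstream ATXN2 gene portions) were treated 24 h at 37 °C with compounds at up to 57 uM. SteadyGlo luminescence gave expression; GF-AFC fluorescence gave viability.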
WRN inhibitor – blocks human WRN helicase. Q14191. WRN helicase unwinding, fluorescent forked duplex, kinetic. Potency, µM (series often up to 114 µM), for inactives: at the top dose activity change, negative = inhibition, hits mostly inhibitors. hit rate 0.46% among 360,000; note: potency is the fitted concentration of half-maximal effect; % is set by controls: 0 for no effect and ±100 for the full control effect; nearly all actives have a fitted effect of over 55% in size
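Primary qHTS, 1536-well format. 20 nM WRN + compound, 15 min RT; start with 100 nM forked fluorophore/quencher duplex, 2 mM ATP (final); kinetic read ex 525/em 598 nm.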
MCF10A rereplic – inducers of DNA re-replication in MCF 10A breast cells; MCF 10A DNA re-replication, Hoechst nuclear intensity, 48 h; Potency, µM (top dose mostly 46.1 µM), without a hit: top-dose activity, positive = re-replication, most hits filed as activators; hit rate 2.9% among 350,000; AID 624296; note: potency is the fitted concentration of half-maximal effect; % of control where 0% means no effect; nearly all actives have a fitted effect of over 50% in size
An asterisk follows results filed as active; ? = inconclusive; . = not tested or not shown; & = joins results of further samples; [ ] = another dose, or the depositor's remark. Unless noted, calls come from the whole dose curve; as a rule, active = well fitted curve in the direction sought with a large enough effect; inconclusive = small, poorly fitted or top-dose-only effect, or another doubt; inactive = no such curve, though single readings can be large; an effect the other way counts as inactive or inconclusive.

SMILES | KB-V1 MDR tox | HT1080-NT tox | SW480 rereplic | HT1080 IDH1KD tx | IL-1B inflam inh | KB-3-1 tox | ATXN2 expr inh | WRN inhibitor | MCF10A rereplic
COc1ccc(NC(=S)NC(=O)C2CCC2)cc1 | -2% | -3% | ? | 3% | ? | -3% | 23% | -1% | -4%
O=C(CSc1ccc(-c2ccco2)nn1)N1CCCC1 | -13% | 2% | 10%[1.84 µM] | -11% | 7 | -1% | 30% | -6%[57.1 µM] | -25%
O=C(Oc1ccc2[nH]cc(CCN3C(=O)c4ccccc4C3=O)c2c1)c1ccco1 | -14% | 12% | -8% | 16% | -23 | -16% | 17% | -8% | 12µM*
Cc1cccc(NC(=O)CSc2nnc(CCCCCNC(=O)OC(C)(C)C)o2)c1C | -4% | -4% | -3% | -14% | -11 | 9% | -4% | 10% | -2%
Cn1c(SCC(=O)c2cc3ccccc3o2)nnc1-c1ccccc1 | -1%&-6% | -1% | 4% | 5% | 8 | -3%&0% | 2% | -3% | 5%
CCn1c(COc2cccc(OC)c2)nnc1SCC(=O)N1CCOCC1 | 3% | 8% | -9% | 11% | 9 | 4% | 3% | 5% | -5%
O=C(CSc1nnc(CNC(=O)c2ccccc2F)o1)c1ccc(Cl)cc1 | -13% | -1% | -1% | 7% | ? | 9% | -8% | 3% | 1%
CSCCC1NC(=O)N(CC(=O)Nc2ccc(N3CCCCC3)cc2)C1=O (centres undefined) | 16% | 0% | -3% | -1% | 14 | 7% | 17% | 9% | -8%
O=C(Nc1nc(-c2nc3ccccc3s2)cs1)c1ccc(S(=O)(=O)N2CCOCC2)cc1 | 4.6µM* | ? | 2% | ? | ? | ? | ? | -13% | 22%
CC(=O)N1c2ccc(S(=O)(=O)N3CCCC(C(=O)NCc4ccccc4Cl)C3)cc2CC1C (centres undefined) | -13% | -3% | -9% | -16% | -55* | -6% | -8% | -4% | ?
COc1ccc2nc(C)cc(SCC(=O)N/N=C/c3ccc(O)cc3O)c2c1 | 2% | ? | ? | ? | ? | 0% | ? | -24% | 6.5µM*
COC(=O)c1ccccc1NC=C1C(=O)OC2(CCCCC2)OC1=O | 4% | 22% | -4% | 24% | -1 | 15% | 4% | -2% | -37%[inhibitor]
CCN1CCN(CC(=O)Nc2cc(S(=O)(=O)N3CCCCC3)ccc2Cl)CC1 | -3% | -7% | -10% | -11% | -12 | -1% | -4% | -22% | ?
COC(=O)CN1C(=O)COc2ccc(S(=O)(=O)NCc3ccc(Cl)cc3)cc21 | 4% | 8% | -6% | 1% | 4 | -2% | 3% | 6% | -14%
CC(=O)c1nnn(-c2ccc([N+](=O)[O-])cc2)c1C | -18% | 0% | 1% | -1% | 3 | 9% | . | 8% | 0%

A few values from the entries so far:
CC(=O)c1nnn(-c2ccc([N+](=O)[O-])cc2)c1C | HT1080 IDH1KD tx: -1%
O=C(CSc1nnc(CNC(=O)c2ccccc2F)o1)c1ccc(Cl)cc1 | ATXN2 expr inh: -8%
COC(=O)CN1C(=O)COc2ccc(S(=O)(=O)NCc3ccc(Cl)cc3)cc21 | KB-3-1 tox: -2%
CC(=O)N1c2ccc(S(=O)(=O)N3CCCC(C(=O)NCc4ccccc4Cl)C3)cc2CC1C (centres undefined) | KB-3-1 tox: -6%
Cn1c(SCC(=O)c2cc3ccccc3o2)nnc1-c1ccccc1 | SW480 rereplic: 4%
O=C(CSc1ccc(-c2ccco2)nn1)N1CCCC1 | KB-3-1 tox: -1%

No new results follow: 2 of the compounds above.
SMILES | KB-V1 MDR tox | HT1080-NT tox | SW480 rereplic | HT1080 IDH1KD tx | IL-1B inflam inh | KB-3-1 tox | ATXN2 expr inh | WRN inhibitor | MCF10A rereplic
COC(=O)CN1C(=O)COc2ccc(S(=O)(=O)NCc3ccc(Cl)cc3)cc21 | 4% | 8% | -6% | 1% | 4 | -2% | 3% | 6% | -14%
CC(=O)c1nnn(-c2ccc([N+](=O)[O-])cc2)c1C | -18% | 0% | 1% | -1% | 3 | 9% | . | 8% | 0%

(further entries)
SMILES | KB-V1 MDR tox | HT1080-NT tox | SW480 rereplic | HT1080 IDH1KD tx | IL-1B inflam inh | KB-3-1 tox | ATXN2 expr inh | WRN inhibitor | MCF10A rereplic
CC1(C)CC2CC(C)(CN2S(=O)(=O)c2ccccc2[N+](=O)[O-])C1 (centres undefined) | -1% | -20% | -2% | 0% | -4 | -14% | -6% | -1% | 30%
O[C@H]1C[C@H](c2ccccc2)N(CC2CCCCC2)C[C@@H]1n1cc(C2CC2)nn1 | -18% | ? | . | ? | -25 | ? | ? | -4% | .
CCOC(=O)/C(C#N)=C/N=c1ccc(C)cn1C | 21% | 22% | -7% | ? | 25 | -4% | 14% | -1% | 0%
O=C(OC1CCOC1=O)C1CCN(S(=O)(=O)c2ccccc2)CC1 (centres undefined) | 2% | 5% | 1% | -2% | 12 | ? | 4% | -3% | 25%
CC(C)Cc1nnc(NC(=O)c2cc3c(s2)CCC3)s1 | -2% | 4% | 23µM* | -11% | 2 | 4% | 42%[activator] | -12%[11.6 µM] | 23µM*
CS(=O)(=O)N1N=C(c2ccco2)CC1c1ccccc1 (centres undefined) | -27% | 12% | -5% | 13% | -5 | 15% | 16% | 9% | 3%
Cc1ccc(S(=O)(=O)N2CCC(C(=O)NCCCOC(C)C)CC2)cc1 | ? | -4% | ? | -1% | 18 | -12% | 1% | 0% | 7%
COc1ccc(C(=O)c2cc3c(cc2[N+](=O)[O-])OCCO3)cc1 | -22% | -1% | ? | -2% | -19 | ? | -4%[11.3 µM] | -34%[57.1 µM] | 6%
COC(=O)c1cccc(NC(=O)c2ccc3c(c2)C(=O)N(CC2CCCO2)C3=O)c1 (centres undefined) | 5% | 10% | -4% | 13% | -7 | 12% | 6% | 8% | -5%
COc1nc(OCC#N)nc(N(C)C)n1 | 27% | 9% | -4%[9.22 µM] | 3% | 0 | 19% | 0% | 0% | -4%
COc1ccc(C(=O)c2c[nH]c(C(=O)N=CN(C)C)c2)cc1 | -8% | 7% | -2% | 11% | 6 | 12% | 0% | 1% | -1%
O=C(Cn1nnc(-c2ccc(N3CCOCC3)cc2)n1)OC1CCCCC1 | -11% | 6% | 0% | -2% | 24 | -8% | -22% | -12% | 6%
Cc1cc(OCCOCCN2CCCC2)ccc1C(C)C | 1% | -10% | -9% | -7% | 7 | -1% | -10% | -1% | 16%
O=C(Nc1ccc(F)cc1)C1CCCN(S(=O)(=O)c2ccc(-n3cnnn3)cc2)C1 (centres undefined) | 2% | 10% | -9% | 14% | 19 | 7% | -5% | -2% | -1%
O=C(O)c1cc2nccc(-c3ccco3)n2n1 | 0% | 1% | 23% | -2% | 10 | -1% | . | -5%[11.6 µM] | -3%
COc1cccc(C(=O)NCCS(=O)(=O)NCc2cccs2)c1 | -13% | -7% | -1% | -2% | -1 | -10% | -5% | -15% | 2%
CCCN1C(=O)c2ccccc2NC1c1ccc(C)cc1 (centres undefined) | ? | -3% | -7% | 5% | -6 | 8% | -3% | -13% | 2%
O=C(CN(Cc1ccccc1)C(=O)c1cccc([N+](=O)[O-])c1)Nc1c(Cl)cc(Cl)cc1Cl | -27% | -16% | -5% | -15% | -1 | -2% | 0% | 4% | ?
O=C(C[n+]1cccc(Br)c1)c1ccc(-c2ccccc2)cc1 | -7%&-14% | -21% | -12% | -5% | -17 | -19%&3% | . | 0% | -12%
CCOC(=O)Cc1c(-c2cccc(Cl)c2)nc2c3ccccc3ccn12 | -16% | ? | . | ? | 3 | -2% | -15% | -5% | .
C=CCNC(=S)Nc1ccc2nc(C)c(C)nc2c1 | 1% | 3% | -20% | 5% | 11 | -1% | 27% | 7% | -1%
CC(C)[C@H](NC(=O)c1ccccc1F)C(=O)OCC(=O)NC1CC1 | . | 2% | -1% | 13% | 16 | . | 4% | -4% | -5%
O=C(COc1ccc(Cl)cc1Br)Nc1cccc(S(=O)(=O)N2CCCC2)c1 | -5% | -19% | 15% | -3% | ? | ? | -22% | -6% | 16%
COc1ccc(-n2ncc3c(N4CCc5ccccc54)ncnc32)cc1 | ? | 12% | 19% | 6% | 0 | 1% | 15% | 9% | ?
COc1ccc(/C=N/n2c(N)nc3ccccc32)cc1OC | -22% | 0% | 1% | 3% | -60* | 6% | 16% | -16% | 2%
Cc1cc(C)cc(NC(=O)N2CCCN(c3ncccc3[N+](=O)[O-])CC2)c1 | -6% | 0% | 2% | 11% | -12 | -5% | ? | 8% | 2%
CC1(O)N(CCC(=O)Nc2cccc(F)c2)C(=O)OC12CCCCC2 (centres undefined) | -30% | 8% | -10% | 9% | -2 | -1% | -24% | 9% | 7%
c1ccc(-n2cnc3ccccc32)nc1 | -6% | 3% | -9% | 6% | -8 | -2% | 7% | 9% | -3%
O=C1Cn2nnc(-c3ccccc3)c2C2c3ccccc3CCN12 (centres undefined) | 12% | 7% | . | 4% | 32 | 0% | 14% | 0% | .
C=CCSc1nnc(-c2cc3c(s2)-c2ccccc2CC3)o1 | -16% | -3% | ? | -3% | -19 | -2% | 41%[activator] | -12% | ?
O=C(c1cc(C2CC2)nn1-c1ccccc1)N1CCN(S(=O)(=O)c2cccc(F)c2)CC1 | ? | 8%[9.24 µM] | -15% | -5% | ? | -6% | -10% | -7% | 2%

The order is random. About 12% of those tested had a hit in this group.
